GLA spleen mod = qHTS Assay for Inhibitors and Activators of Human alpha-Galactosidase From Spleen Homogenate. Alpha-galactosidase A (Homo sapiens), P06280. human spleen homogenate, 4MU-alpha-Gal fluorescence, 40 min. Potency, µM (series often up to 80 µM), for the others: at the highest dose activity change, negative = inhibition, actives largely listed as inhibitors. 0.008% of 240,000 active;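 note: 0% = enzyme with vehicle and -100% = no enzyme basal signal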
Target sequence (P06280 32-429 limits assumed): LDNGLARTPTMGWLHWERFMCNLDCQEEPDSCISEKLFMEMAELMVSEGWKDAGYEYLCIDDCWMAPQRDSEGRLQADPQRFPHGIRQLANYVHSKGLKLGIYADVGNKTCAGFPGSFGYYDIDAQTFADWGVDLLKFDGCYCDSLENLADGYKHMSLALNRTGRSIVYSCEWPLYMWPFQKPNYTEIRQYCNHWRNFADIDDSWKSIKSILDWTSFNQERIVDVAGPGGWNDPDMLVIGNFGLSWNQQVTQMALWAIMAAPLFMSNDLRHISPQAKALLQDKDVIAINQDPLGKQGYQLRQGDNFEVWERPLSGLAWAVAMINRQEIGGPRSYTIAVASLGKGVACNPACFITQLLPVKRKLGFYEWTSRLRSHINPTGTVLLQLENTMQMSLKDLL
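Spleen homogenate 1 ug + cpd (titration) + 4-MU-alpha-D-galactopyranoside 1 mM; 37C 40 min; 50 mM citrate/phosphate pH 5.0, 0.01% Tween-20; stop pH 10; fluorescence 365/440; AC50 via Hill.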
Tau FP inhib = qHTS for Inhibitors of Tau Fibril Formation, Fluorescence Polarization; K18 P301L tau heparin fibrillization, Alexa594 FP, 6 h; Potency, µM (series often up to 57.7 µM), for inactives: at the highest dose activity, negative = inhibition, actives largely listed as inhibitors; 0.39% of 280,000 active; AID 1468, 2008; note: % is set by controls: 0 for no effect and ±100 for the full control effect; nearly all actives have a fitted effect of over 55% in size
Target sequence (P10636 561-689 P618L limits assumed): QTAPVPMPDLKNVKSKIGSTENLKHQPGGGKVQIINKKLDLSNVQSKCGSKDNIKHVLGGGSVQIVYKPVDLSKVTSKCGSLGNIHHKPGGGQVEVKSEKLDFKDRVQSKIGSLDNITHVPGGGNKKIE
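Compound effects on tau fibrillization are measured by Alexa 594 fluorescence polarization (ex 555, em 632 nm). K18 P301L tau is used at 15 uM with 0.24 uM labeled tracer, and 20 uM heparin induces aggregation over 6 hr at 37 C.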
aGlu spleen mod = qHTS Assay for Inhibitors and Activators of Human alpha-Glucosidase From Spleen Homogenate; human spleen homogenate, 4-MU-alpha-glucoside fluorescence; Potency, µM (doses to about 79.9 µM), inactives show top-dose activity change, negative = inhibition, actives largely listed as inhibitors; 0.006% of 240,000 active; AID 2112, 2009;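 note: 0% = enzyme with vehicle and -100% = no enzyme basal signal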
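Human spleen homogenate (1 ug) with 4-methylumbelliferyl-alpha-D-glucopyranoside (1 mM final) in 50 mM citrate/phosphate pH 5.0, 0.01% Tween-20; 40 min at 37 C. Stopped at pH 10; 4-MU fluorescence Ex 365/Em 440 nm; AC50 by Hill fit.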
Tau ThT inhib = qHTS for Inhibitors of Tau Fibril Formation, Thioflavin T Binding; 2.1% of 270,000 active; recombinant tau K18 P301L, heparin-induced fibrillization, ThT fluorescence; Microtubule-associated protein tau (Homo sapiens), P10636; Potency, µM (series often up to 57.4 µM), without a hit: at the highest dose activity, negative = inhibition, most hits filed as inhibitors; note: % is set by controls: 0 for no effect and ±100 for the full control effect; nearly all actives have a fitted effect of over 55% in size
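Heparin-induced fibrillization of the P301L-mutant K18 repeat-domain fragment of human tau was followed by ThT binding in quantitative high-throughput format.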
GAA glycogen mod = qHTS Assay for Inhibitors and Activators of Human alpha-Glucosidase Cleavage of Glycogen; Lysosomal alpha-glucosidase (Homo sapiens), P10253; recombinant GAA, glycogen substrate, Amplex Red glucose oxidase fluorescence; Potency, µM (doses to about 76.4 µM), for inactives: at the highest dose activity change, negative = inhibition, actives largely listed as inhibitors; 0.38% of 300,000 active;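 note: 0% = full enzyme reaction and -100% = no-enzyme basal signal; the screen sought inhibitors and activators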
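Recombinant human enzyme (4 nM); glycogen substrate; 37 C, 40 min, pH 5.0. Readout: coupled glucose oxidase/Amplex Red fluorescence.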
HTT cytoprotect = qHTS Multiplex Assay to Identify Dual Action Probes in a Cell Model of Huntington: Cytoprotection (ATP). PC12 HTT-Q103 induced, cytoprotection, ATP luminescence, 40 h. Potency, µM (titrated, usually from 56.4 µM), for inactives: cytoprotection (ATP increase), hits mostly activators. 0.14% of 230,000 active;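 note: % of control where 0% means no effect; nearly all actives have a fitted effect of over 45% in size; toxic huntingtin expression switched on by the ecdysone agonist tebufenozide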
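Readout: ATPlite luminescence (ATP level). Model: stable PC12, inducible Htt exon1 Q103-GFP. Inducer: tebufenozide, 100 nM final. Compounds: dose series. No G418 in medium.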
GAA inh = qHTS Assay for Inhibitors of Human alpha-Glucosidase as a Potential Chaperone Treatment of Pompe Disease. purified human GAA, 4-MU-alpha-glucoside fluorescence. Potency, µM (highest dose often 76.9 µM), for the others: top-dose activity change, negative = inhibition, actives largely listed as inhibitors. 0.005% of 200,000 active;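 note: plate controls were uninhibited enzyme wells for no effect and no-enzyme background for full effect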
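AC50 values come from Hill fits of compound titrations (up to 77 uM) against 4 nM human enzyme. Substrate 4-methylumbelliferyl-alpha-D-pyranoside at 400 uM, pH 5.0 citrate buffer, 20 min room temperature; fluorescence Ex 365/Em 440 after alkaline stop.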
Tau fluor counter = Counterscreen qHTS for Inhibitors of Tau Fibril Formation, Fluorescence Polarization; Potency, µM (series often up to 57.7 µM), without a hit: at the highest dose activity change, negative = decrease; tau K18 P301L (four-repeat tau fragment) Alexa594 fluorescence, heparin fibrillization; 0.93% of 280,000 active; AID 1463, 2008; note: % is set by controls: 0 for no effect and ±100 for the full control effect; nearly all actives have a fitted effect of over 55% in size
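Human K18 P301L tau (15 uM unlabeled plus 0.24 uM Alexa 594-labeled, final) in 100 mM sodium acetate pH 7 was mixed with compound and 20 uM heparin and incubated 6 hr at 37 C.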
* hit, by the source's call; ? = inconclusive; · = no result given; [ ] = remark or other dose. Calls come from the whole dose curve; as a rule, active = well fitted curve in the direction sought with a large enough effect; inconclusive = small, poorly fitted or top-dose-only effect, or another doubt; inactive = no such curve, though single readings can be large; an effect the other way counts as inactive or inconclusive. Potency is the fitted concentration of half-maximal effect.

Each structure is followed by: GAA glycogen mod	GAA inh	aGlu spleen mod	Tau ThT inhib	Tau FP inhib	GLA spleen mod	HTT cytoprotect	Tau fluor counter
1) O=C(c1ccccc1)c1ccc(Sc2ccc([N+](=O)[O-])cc2)cc1
 : 17%	·	-7%	-10%	-3%	17%	14%[10 µM]	-25%
2) Cc1ccc(CCNC(=O)Cn2c(-c3cccs3)cc3ccccc32)cc1
 : 12%[76.3 µM]	·	·	-3%	-5%	·	·	-19%
3) C/C(=N\NC(N)=O)c1ccc(-n2ccnc2)cc1
 : 1%	-10%	·	?	-1%	-4%	-18%	0%
4) COc1cccc(NC(=O)CCSc2nnc3scc(-c4ccccc4)n23)c1
 : 8%	-4%	9%	-6%	-2%	11%	·	-9%
5) COc1ccc(NC(C(=O)Nc2cccc(C(C)=O)c2)c2ccccc2)cc1 (stereo unspecified)
 : -18%	-11%	-9%	-13%	8%	-12%	30%[10 µM]	?
6) Cc1cccc(NC(=S)Nc2ccccn2)c1
 : -4%	·	2%	-11%	-6%	2%	17%[10 µM]	-15%
7) O=C(CSc1nc2ccccc2n1CCc1ccccc1)c1ccc(O)c(O)c1
 : 4µM*	-4%	-16%	?	-3%	-7%	-14%[10 µM]	25µM*[quencher]
8) C=C(C)Cn1c(SCC(=O)O)nnc1-c1ccccc1
 : 7%	-6%	-3%	-7%	2%	4%	1%	-3%
9) COc1ccccc1C(=O)NCCCN1CCCC1=O
 : 1%	-4%	2%	-10%	1%	3%	8%[10 µM]	-15%
10) Cc1cc(NC(=O)C2CCCN(S(=O)(=O)c3ccc(Br)s3)C2)ccc1Br (stereo unspecified)
 : -6%[76.3 µM]	·	·	-11%	?	·	·	?
11) O=C(C1CCCC1)N1CCN=C1SCc1cccc([N+](=O)[O-])c1
 : -4%	4%	2%	-16%	6%	-2%	20%	-15%
12) Cc1cc(C(=O)Nc2c(F)cc(F)cc2Br)no1
 : -1%	-3%	1%	-14%	9%	-3%	5%[10 µM]	6%
13) COC(=O)CCc1sc(Nc2ccc(OC)cc2)nc1-c1ccc(OC)cc1
 : ?	·	·	?	10%	·	·	18µM*[quencher]
14) CC(C)OC(=O)/C(=C\c1ccc2c(c1)c1ccccc1n2C)NC(=O)c1ccccc1
 : -4%	6%	1%	?	1%	-8%	-31%[inhibitor]	-26%
15) C=CCOc1c(CNc2ccc3[nH]c(=O)[nH]c3c2)cccc1OC
 : -14%	2%	-2%	-2%	-5%[2.34 µM]	-3%	38%[10 µM]	6%
16) Cc1c(Cl)cccc1NC(=O)CC1NCCNC1=O (stereo unspecified)
 : 9%	-11%	-5%	3%	-7%	3%	-14%	3%
17) Cc1cc(C)cc(C(=O)NCC(=O)OCC(=O)N(C)c2ccccc2)c1
 : 2%	-4%	1%	1%	-1%	0%	-5%	4%
18) CCc1cc2c(=O)n(-c3ccc(Br)cc3)cnc2s1
 : 3%	-2%	-5%	-1%	1%	-2%	-14%	-2%
19) COc1cc(CNCc2ccccc2)c(Br)cc1OC1CCCC1
 : -9%	-10%	-4%	-3%	2%	-3%	-67%[inhibitor]	-4%
20) COc1ccc(N=Nc2ccc(O)c3ncccc23)cc1
 : 10%	·	-8%	1.4µM*	?	7%	-33%[inhibitor][10 µM]	-26%
21) COc1ccc(-n2cnnc2SCC(=O)Nc2cc(C(C)(C)C)nn2-c2ccccc2)cc1
 : -4%	-3%	-1%	-2%	-2%	-2%	6%	-11%
22) CCOC(=O)c1[nH]n(-c2ccc(Cl)cc2)c(=O)c1C
 : 2%	-5%	-13%	-6%	2%	-3%	·	-7%
23) CS(=O)(=O)N1CCN(c2ccccc2NC(=O)c2ccc3ccccc3c2)CC1
 : 4%	2%	-1%	-10%	-5%	-2%	1%[10 µM]	-30%
24) CCN1CCCC1CNC(=O)C1CCN(C(=O)c2cc3sccc3n2Cc2ccc(F)cc2)CC1 (stereo unspecified)
 : -23%	-2%	-8%	-14%	2%	-8%	-43%[inhibitor]	-6%
25) CCC(C)NC(=O)CSc1nc2c(sc(=S)n2Cc2ccco2)c(=O)n1-c1ccccc1 (stereo unspecified)
 : -3%	-2%	-3%	-11%	-7%	-3%	-1%	-8%
26) COc1cc(CN2CCNC(=O)C2CC(=O)N2CCCCO2)cc(OC)c1 (stereo unspecified)
 : ?	-5%	1%	-9%	-2%	3%	3%[10 µM]	-16%
27) Cc1cc(C)c2oc(C(=O)N(Cc3ccccc3)C3CCS(=O)(=O)C3)cc(=O)c2c1 (stereo unspecified)
 : 8%	·	-1%	·	-1%	3%	5%[10 µM]	-23%
28) CCC(c1nnnn1Cc1ccco1)N1CCC(C(N)=O)CC1 (stereo unspecified)
 : 7%	2%	2%	-7%	3%	1%	-12%	2%
29) O=C(NCCc1ccc(Cl)cc1)c1ccc2nc[nH]c2c1
 : -3%	-2%	2%	-7%	-4%	-4%	-47%[inhibitor]	-15%
30) CN1C(=O)c2ccccc2Sc2ccc(NC(=O)N3CCN(c4cccc(Cl)c4)CC3)cc21
 : 14%[76.3 µM]	·	·	-18%	13%	·	·	?
31) Cc1onc(-c2ccccc2)c1C(=O)N1CCC(C)CC1
 : -5%	5%	-4%	-2%	5%	-6%	3%[10 µM]	1%
32) CCC(C)C1=CC(=Nc2c(C)n(C)n(-c3ccccc3)c2=O)C=C(C(C)CC)C1=O (stereo unspecified)
 : -7%	?	·	?	2%	-8%	-34%[inhibitor]	-22%
33) CC1=C(C(=O)O)N2C(=O)C(NC(=O)c3nn(C)cc3Cl)C2SC1 (stereo unspecified)
 : 6%	-1%	-5%	-10%	-8%	2%	-1%	0%
34) O=C(Nc1nccs1)c1ccc(NC(=O)c2ccco2)cc1
 : -3%	-2%	-10%	?	-3%	-8%	-4%	-19%
35) COc1cc(OC)cc(C(=O)NCCNC(=O)c2ccco2)c1
 : 3%	1%	-3%	0%	8%	1%	-7%[10 µM]	2%
36) Cc1cc(C)c(NC(=O)CN2C(=O)NC3(CCOc4ccccc43)C2=O)c(C)c1 (stereo unspecified)
 : -1%	-3%	-14%	-20%	1%	0%	-11%	-8%
37) O=C(COC(=O)c1cn(-c2ccccc2)nc1-c1cccs1)NC1CC1
 : 8%	6%	-1%	-3%	?	0%	0%	-27%
38) CCOc1ncccc1C(=O)Nc1nnc(C)s1
 : -12%	-5%	·	-3%	-1%	0%	-28%	0%
39) COc1cc(OC)cc(N(C(=O)C2COc3ccccc3O2)C(C(=O)NC2CCCCC2)c2ccc(O)cc2)c1 (stereo unspecified)
 : 7%	-4%	-6%	-6%	-4%	-2%	-12%[1.9 µM]	-25%
40) COCCOCCn1cnc2ccccc21
 : -12%	4%	1%	-7%	-7%	2%	-2%	-6%
41) COc1cc(Cl)c(C)cc1NC(=O)c1cc2c(Cl)nc3ccc(C)cc3c2s1
 : 5%[76.3 µM]	·	·	-6%	4%	·	·	-11%
42) Cc1occc1C(=O)Nc1cccc([N+](=O)[O-])c1
 : 4%	-12%	4%	-4%	8%	-1%	28%[10 µM]	-6%
43) CCNC(=O)CCC(N)C(=O)O (stereo unspecified)
 : ·	·	2%	-2%	5%	5%	·	-5%
44) O=C(CC(NCc1cccnc1)C(=O)O)Nc1ccc(O)cc1 (stereo unspecified)
 : -18%[76.3 µM]	·	·	-4%	-8%	·	·	-1%

12 compounds out of the list, ordered by number of heavy atoms, largest number first.
Each structure is followed by: GAA glycogen mod	GAA inh	aGlu spleen mod	Tau ThT inhib	Tau FP inhib	GLA spleen mod	HTT cytoprotect	Tau fluor counter
30) CN1C(=O)c2ccccc2Sc2ccc(NC(=O)N3CCN(c4cccc(Cl)c4)CC3)cc21
 : 14%[76.3 µM]	·	·	-18%	13%	·	·	?
25) CCC(C)NC(=O)CSc1nc2c(sc(=S)n2Cc2ccco2)c(=O)n1-c1ccccc1 (stereo unspecified)
 : -3%	-2%	-3%	-11%	-7%	-3%	-1%	-8%
36) Cc1cc(C)c(NC(=O)CN2C(=O)NC3(CCOc4ccccc43)C2=O)c(C)c1 (stereo unspecified)
 : -1%	-3%	-14%	-20%	1%	0%	-11%	-8%
13) COC(=O)CCc1sc(Nc2ccc(OC)cc2)nc1-c1ccc(OC)cc1
 : ?	·	·	?	10%	·	·	18µM*[quencher]
17) Cc1cc(C)cc(C(=O)NCC(=O)OCC(=O)N(C)c2ccccc2)c1
 : 2%	-4%	1%	1%	-1%	0%	-5%	4%
1) O=C(c1ccccc1)c1ccc(Sc2ccc([N+](=O)[O-])cc2)cc1
 : 17%	·	-7%	-10%	-3%	17%	14%[10 µM]	-25%
35) COc1cc(OC)cc(C(=O)NCCNC(=O)c2ccco2)c1
 : 3%	1%	-3%	0%	8%	1%	-7%[10 µM]	2%
31) Cc1onc(-c2ccccc2)c1C(=O)N1CCC(C)CC1
 : -5%	5%	-4%	-2%	5%	-6%	3%[10 µM]	1%
9) COc1ccccc1C(=O)NCCCN1CCCC1=O
 : 1%	-4%	2%	-10%	1%	3%	8%[10 µM]	-15%
16) Cc1c(Cl)cccc1NC(=O)CC1NCCNC1=O (stereo unspecified)
 : 9%	-11%	-5%	3%	-7%	3%	-14%	3%
38) CCOc1ncccc1C(=O)Nc1nnc(C)s1
 : -12%	-5%	·	-3%	-1%	0%	-28%	0%
6) Cc1cccc(NC(=S)Nc2ccccn2)c1
 : -4%	·	2%	-11%	-6%	2%	17%[10 µM]	-15%

Source: PubChem

The order is random; any-hit rate near 3.3%.
